H9c2 TAG inh: inhibitors of triacylglycerol accumulation, primary screen, cell-based, uHTS, fluorescence, H9c2 | H9c2 cells, Nile Red lipid (TAG) fluorescence; cells loaded with 200 µM oleic acid | inhibition, % at 12.5 µM | 0.66% of 230,000 active | AID 651582, 2012;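 active means pattern-corrected inhibition of lipid staining of at least 50% with the nuclear-stain viability signal not falling by more than 50%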;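 further: 0% = DMSO wells and 100% = triacsin C control wells; some results filed as inactive read as strong as hits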
H9c2 TAG inh DAPI viability: second read-out of H9c2 TAG inh, no call of its own (marks repeat the call); DAPI nuclei signal change (viability), lower = more cytotoxic, %;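 whole-well DAPI fluorescence read on a plate reader as a viability signal; minus 50 percent equals half of cells still viable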
* marks the source's active call; other numbers are inactive results.

Order of values: H9c2 TAG inh	H9c2 TAG inh DAPI viability
- Cc1cc(C(F)(F)F)n(-c2nc(C(=O)NN)cs2)n1
  -2	-14
- O=C(Nc1nnc(-c2ccncc2)o1)c1cccc(N2C(=O)CCC2=O)c1
  4	-4
- COc1ccccc1OCC(=O)OCc1cc(-c2ccco2)on1
  -14	4
- O=C(Nc1cccc(S(=O)(=O)N2CCCCC2)c1)C1CCN(C(=O)c2ccc(Cl)cc2)CC1
  17	-3
- Cc1sc2ncnc(NCC(c3ccco3)N(C)C)c2c1C (configuration not stated)
  -75	5
- O=C(CCN1C(=O)C2CC=CCC2C1=O)Nc1ccccc1Cl (configuration not stated)
  10	-5
- CS(=O)(=O)N(CC(=O)Nc1cccc(Cl)c1)c1ccccc1Cl
  12	3
- O=C(Nc1ccccc1)c1cc(C2COCCN2C(=O)CCCc2ccccc2)on1 (configuration not stated)
  6	-5
- CC(OC(=O)[C@H](C)NC(=O)c1ccccc1Cl)C(=O)NCc1ccc2c(c1)OCO2 (some centres not stated)
  6	1
- C=CCOc1c(OC)cc(Cl)cc1C1NC(=O)NC(C)=C1C(C)=O (configuration not stated)
  3	4
- CCC(Sc1nncn1C)C(=O)Nc1nnc(-c2ccccc2Cl)s1 (configuration not stated)
  10	-8
- CS(=O)(=O)c1ccc(Cl)c(NC(=O)CN2CCCC2c2ccc3c(c2)OCCCO3)c1 (configuration not stated)
  -7	-5
- Cc1ccc(C(=O)COC(=O)CNC(=O)c2ccc(N3C(=O)c4ccccc4C3=O)cc2)cc1C
  -12	5
- Cc1sc(NC(=O)c2sc3nc4c(C)cccc4cc3c2N)c(C#N)c1C
  29	12
- CCC(C)Sc1ccc([C@H]2N[C@@](Cc3ccccc3)(C(=O)OC)[C@H]3C(=O)N(CC)C(=O)[C@@H]23)cc1OC (some centres not stated)
  11	-2
- CC(NC(=O)c1cnc2n(c1=O)CCS2)c1ccccc1 (configuration not stated)
  7	-11
- Cc1cc(N2CCCCC2)ccc1[N+](=O)[O-]
  -16	6
- Nc1nc(-c2cccnc2)nn1C(=O)c1ccccc1Cl
  3	-1
- O=C(COC(=O)COc1cccc(Br)c1)Nc1c(Cl)cccc1Cl
  -2	6
- Cc1ccc(N2C(=O)c3ccccc3C2=O)cc1Cl
  1	-5
- CCCC(c1nnnn1CC1CCCO1)N1CCN(c2ccccc2)CC1 (configuration not stated)
  -6	11
- O=C(CCC(=O)N(CC(=O)NC1CCCC1)C1CCCC1)Nc1ccccn1
  -1	-1
- COc1cc2c(cc1OC)CN(C(=O)c1cccc(S(=O)(=O)N3CCc4ccccc43)c1)CC2
  -25	-9
- COc1cc(C(=O)NC2CCN(C)CC2)ccc1Nc1ncc2c(n1)N(C1CCC(O)CC1)CCC(=O)N2C (configuration not stated)
  27	-8
- O=C1CC2(CCCC2)CC(=O)N1c1ccccc1
  -5	8
- CCN(CC)c1ccc(/C=C(/C#N)C(=O)NCc2ccccc2)o1
  -50	0
- COc1ccc2[nH]c(=S)cc(C)c2c1
  1	-3
- COc1ccc(NC(=O)CC2C(=O)N(c3ccc(F)cc3)C(=S)N2NC(=O)c2ccccc2)cc1 (configuration not stated)
  7	-2
- CCOC(=O)c1c(C)[nH]c(C(=O)OCC(=O)Nc2sccc2C(N)=O)c1C
  -19	15
- CC(=O)Nc1sc2c(c1CN1CCN(c3ccc(F)cc3)CC1)CCCC2
  3	8
- CCOC(=O)C1(Cc2cccc(OC)c2)CCCN(Cc2c(C)nn(C(C)C)c2C)C1 (configuration not stated)
  0	-2
- CCOC(=O)C1CCN(c2nc3ccccc3nc2C(C#N)C(=O)OC(C)C)CC1 (configuration not stated)
  21	-4
- COc1ccc(CCNC(=O)c2ccco2)cc1OC
  -15	17
- O=C1NC(=O)C(c2ccccc2)(c2ccccn2)N1 (configuration not stated)
  -11	10
- O=C(NC1CCS(=O)(=O)C1)c1cccc(S(=O)(=O)N2CCCC2)c1 (configuration not stated)
  -17	17
- Cc1cc(CN(C)C)c(O)c(C2(C)CCCCC2)c1
  -9	-7
- C=CCN=C1SC(C)(C)C(=O)N1S(=O)(=O)c1ccc(C)cc1
  -24	10
- Cc1nnc(NC(=O)CC(CN(C)S(=O)(=O)c2ccccc2)c2ccccc2)s1 (configuration not stated)
  -15	6
- Cc1cccc(N2C(=O)C3C4C=CC(C4)C3C2=O)c1 (configuration not stated)
  -12	8
- CC(C)CNC(=O)N[C@@H](CC(C)C)C(=O)O
  -4	11

Shown bar-delimited: two of the compounds above
SMILES | H9c2 TAG inh | H9c2 TAG inh DAPI viability
COc1ccc(CCNC(=O)c2ccco2)cc1OC | -15 | 17
O=C1CC2(CCCC2)CC(=O)N1c1ccccc1 | -5 | 8

Next part.
Order of values: H9c2 TAG inh	H9c2 TAG inh DAPI viability
- CCCC(=O)NC(Nc1cccc(C(F)(F)F)c1)C(Cl)(Cl)Cl (configuration not stated)
  13	-4
- Cn1cc(-c2csc(C(C)(O)c3cccc(F)c3)n2)cn1 (configuration not stated)
  -2	0
- c1ccc(NCc2cccc3ccccc23)nc1
  2	0
- CC(=O)NNC(=O)C(O)(c1ccccc1)c1ccccc1
  -3	4
- O=C(/C=C/c1cn(-c2ccccc2)nc1-c1cccnc1)N1CCCCC1
  12	-2
- Cc1nnc(SCSc2nnc(C)s2)s1
  1	4
- CCN1C(=O)C(O)(CC(=O)c2ccc3c(c2)OCCO3)c2ccccc21 (configuration not stated)
  -3	-3
- CCC(=O)/C(=C(/O)c1ccccc1)c1nc2ccccc2[nH]1
  4	-12
- Cc1cc(Cn2nc(C(=O)NCc3cccs3)cc2-c2ccccc2)on1
  18	1
- N#CC1(NC(=O)COC(=O)Cc2n[nH]c(=O)c3ccccc23)CCCCC1
  10	-7
- O=C(NNC(=O)C1CCN(C(=O)Nc2ccccc2)CC1)c1ccc([N+](=O)[O-])cc1
  5	5
- Cc1ccc(F)cc1NC(=O)COC(=O)C1CC2CCCC(C1)C2=O (configuration not stated)
  -4	6
- CCc1nnc(NC(=O)CCC(=O)NCc2ccccc2OC)s1
  22	-27
- O=C(Nc1ccc(Cl)cc1)/C(=C1\CCCN1)[N+](=O)[O-]
  -5	1
- O=C(O)C12CC3CC(C1)CC(n1ncc(NCc4ccccc4)c(Cl)c1=O)(C3)C2
  6	-12
- C=CC1=CCN(S(=O)C(C)(C)C)[C@H]1CCO (some centres not stated)
  -7	3
- O=C1Cc2cccc(=O)c(O)c2C(=O)O1
  -19	8
- C=CCN(c1ccccc1)S(=O)(=O)c1cccc(C(=O)NCC(c2cccs2)N2CCOCC2)c1 (configuration not stated)
  7	-1
- CC(OC(=O)c1ccc2c(c1)OCCO2)C(=O)NC1CCCCC1C (configuration not stated)
  20	1
- CCOC(=O)C1(CC2CCCCO2)CCN(S(=O)(=O)c2ccc(C)s2)CC1 (configuration not stated)
  6	-6

Full records as entered above. Order of values: H9c2 TAG inh, H9c2 TAG inh DAPI viability
Shown for Cc1nnc(SCSc2nnc(C)s2)s1 → 1, 4
Shown for O=C(NNC(=O)C1CCN(C(=O)Nc2ccccc2)CC1)c1ccc([N+](=O)[O-])cc1 → 5, 5
Shown for C=CC1=CCN(S(=O)C(C)(C)C)[C@H]1CCO (some centres not stated) → -7, 3
Shown for Cc1cc(Cn2nc(C(=O)NCc3cccs3)cc2-c2ccccc2)on1 → 18, 1
Shown for CCCC(=O)NC(Nc1cccc(C(F)(F)F)c1)C(Cl)(Cl)Cl (configuration not stated) → 13, -4

Additional compounds:
Order of values: H9c2 TAG inh	H9c2 TAG inh DAPI viability
- CCC1(c2ccccc2)NC(=O)N(CC(=O)N(C)CC(=O)Nc2cccc(F)c2)C1=O (configuration not stated)
  -6	14
- O=C(CN1C(=O)CCOc2ccccc21)Nc1cccc(S(=O)(=O)N2CCOCC2)c1
  -7	3
- C=C1CCN(C(C(=O)OC)C(C)C)S(=O)(=O)c2ccc(F)cc21 (configuration not stated)
  -13	2
- COc1ccc(OCc2nc(-c3ccc(F)c(F)c3)cs2)cc1
  -23	0
- CC(=O)c1cccc(CN2CCC(C(=O)Nc3ccc(Oc4cccnc4)cc3)CC2)c1
  11	8
- CCC1NC(=O)c2cc3ccccc3cc2-n2c1nc1cc(F)ccc1c2=O (configuration not stated)
  -39	9
- Cc1ccc(C(=O)Nc2cccnc2)cc1C
  2	-5
- O=C(COC(=O)c1cc[n+]([O-])cc1)Nc1ccc2c(c1)OCCO2
  -6	2
- CCOC(=O)c1cnc2nc(C)nn2c1N
  0	-3
- CC(C)C(=O)N[C@@H]1c2ccccc2CC[C@H]1OCc1ccccc1
  -11	5
- Cc1c(-c2ccc(Cl)cc2)[n+](=O)c2c(n1[O-])CCCC2
  2	-4
- CCOC(=O)CN(c1ccccn1)S(=O)(=O)c1ccccc1
  -13	6
- Cc1nc2ccccc2cc1C(=O)O
  -7	-12
- CCOC(=O)C(CCCOc1ccccc1C)C(=O)OCC
  0	-9
- O=C(CCn1cnc2ccccc2c1=O)Nc1ccc(S(=O)(=O)N2CCCCC2)cc1
  -21	-2
- COc1ccc(OC)c(C2=Nn3c(nnc3-c3ccncc3)SC2)c1
  16	-8
- Cc1cc(C)nc(NC(=O)c2ccc(Cl)cc2Cl)n1
  -7	-1
- COc1cc(/C=C/C(=O)OCC(=O)NCCC2=CCCCC2)ccc1O
  -16	-3
- CC(=O)c1ccc(OC2(C)CCN(Cc3ccc4c(c3)OCCO4)C2)cc1 (configuration not stated)
  -1	1
- S=c1nc2[nH]c3ccccc3c2n[nH]1
  14	-1

Rewritten in markdown: entries from further up
| Molecule | H9c2 TAG inh | H9c2 TAG inh DAPI viability |
| --- | --- | --- |
| O=C(COC(=O)c1cc[n+]([O-])cc1)Nc1ccc2c(c1)OCCO2 | -6 | 2 |
| COc1ccc(OCc2nc(-c3ccc(F)c(F)c3)cs2)cc1 | -23 | 0 |
| Cc1c(-c2ccc(Cl)cc2)[n+](=O)c2c(n1[O-])CCCC2 | 2 | -4 |
| O=C(CN1C(=O)CCOc2ccccc21)Nc1cccc(S(=O)(=O)N2CCOCC2)c1 | -7 | 3 |

Further results:
Order of values: H9c2 TAG inh	H9c2 TAG inh DAPI viability
- Cc1cccc(OCc2nc(-c3ccccn3)n[nH]2)c1
  -3	-6
- CCC(=O)N1CCC2(CC1)Oc1ccc(Cl)cc1C(=O)C21CC(c2ccc(Cl)cc2)=NO1 (configuration not stated)
  1	3
- CCSc1nnc(-c2cc(Br)ccc2NC(C)=O)c(=O)[nH]1
  9	-5
- OC[C@@H]1CN(Cc2ccc(-c3ccccc3)cc2)C[C@H](n2cnc3c(NC4CCCC4)ncnc32)O1
  21	-4
- O=C(Cc1cccs1)Nc1nnc(SCC(=O)NC2CCCCC2)s1
  11	-15
- COC(=O)c1ccccc1NC(=O)CCn1c(=O)oc2ccccc21
  10	-8
- COc1cccc(NC(=O)COC(=O)COc2cccc3c2OC(C)(C)C3)c1
  1	1
- Cc1ccc2nc(N(CCN(C)C)C(=O)C3CCN(S(=O)(=O)c4cccs4)CC3)sc2c1
  14	2
- COc1ccc(CN2CCN(CC(=O)Nc3ccccc3C(=O)NC3CC3)CC2)cc1F
  10	2
- CCC1(c2ccccc2)NC(=O)N(CC(=O)Nc2nnc(C3CC3)s2)C1=O (configuration not stated)
  -4	-2
- CC(C)(NO)/C(=N/O)c1cccs1
  -6	2
- CCCOc1ccc(N2C(=O)CC(N3CCN(c4ccc([N+](=O)[O-])cc4)CC3)C2=O)cc1 (configuration not stated)
  3	-5
- COc1ccc(NC(=O)C2CC2)cc1S(=O)(=O)N1CCOCC1
  -8	-4
- COc1ccccc1-n1nnnc1SC(C)C(=O)NC1CCCC1 (configuration not stated)
  -9	-1
- CCOC(=O)N1CCN(C(=O)c2ccc(OC)c(S(=O)(=O)N3CCOCC3)c2)CC1
  -12	-7
- N#Cc1nc(COc2ccccc2Cl)oc1N1CCCCCC1
  1	-1
- COC(=O)c1cn(NC(=O)C2CCCCC2)c(=O)c2ccccc12
  10	5
- O=C(CN1CCN(Cc2ccccc2)CC1)N/N=C/c1ccc(Br)s1
  -2	7
- CC1=NN(c2ccccc2)C(=O)/C1=C\c1cc(C)n(-c2cccnc2)c1C
  10	0
- COc1ccc(CC(=O)Nc2ccc(OC)c(NC(=O)c3ccco3)c2)cc1
  46	22
- CCOC(=O)c1nn(-c2ccccc2C)c(=O)c2c(N)scc12
  -7	7
- Cc1noc(NS(=O)(=O)c2ccc(NC(=O)CCN3C(=O)c4ccccc4C3=O)cc2)c1C
  17	-10
- COc1cccc(CNC(=O)CCCC(=O)NC(C)CCc2ccccc2)c1 (configuration not stated)
  3	8
- Clc1ccc(C2=NN=C3COc4ccccc4N3C2)cc1
  4	0
- Cc1csc(NC(=O)CCC(=O)N(CC(=O)NC2CCCC2)Cc2ccco2)n1
  17	-12
- O=C(O)COc1ccc2nsnc2c1Cl
  2	6
- CCOC(=O)c1c(=O)n(O)c2ccc(C)cc2[n+]1[O-]
  0	4
- O=C(CCCc1c[nH]c2ccccc12)N1CCN(c2ccc(N3CCOCC3)nn2)CC1
  -8	-7
- Cc1cccc(COc2ccc(S(=O)(=O)N3CCOCC3)cc2[N+](=O)[O-])c1
  -15	0
- S=C(N/N=C/c1cccs1)NC1CC2CCC1C2 (configuration not stated)
  54*	-0.2*
- CCNC(=O)NC(=O)C(C)OC(=O)C1CCN(S(=O)(=O)c2ccc(C)c(C)c2)CC1 (configuration not stated)
  2	9

Not all compounds are listed; rates above refer to the full screens.
